Screens: PubChem BioAssay, several laboratories
PPARg SRC2 recr = agonists of PPARg-SRC-2 recruitment, primary screen, biochemical, HTS; Peroxisome proliferator-activated receptor gamma (Homo sapiens), P37231; PPARgamma LBD-SRC-2 recruitment; activation, % at 8 µM; hit rate 0.34% among 200,000; AID 1032, 2008; in the data active = activation above about 22%;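 also: 0% = vehicle and 100% = reference agonist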
bIAP inh = bovine intestinal alkaline phosphatase inhibitors, primary screen, selectivity assay for TNAP inhibitor project, biochemical, bovine IAP, CDP-star luminescence; alkaline phosphatase, intestinal [Bos taurus]; inhibition, % at 20 µM; 190,000 tested, under 10 active; purified bovine IAP, 30 min;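 active = over 50% inhibition of intestinal alkaline phosphatase at 20 µM in the single-dose screen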
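System: purified bovine intestinal alkaline phosphatase (IAP) enzyme; Input: IAP diluted 1/65,000,000 in the well; Measured by: CDP-star luminescence signal; Compound dosing: 20 µM single dose; Incubation: 30 min reaction at room temperature.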
TNAP inh hi DEA = human TNAP enzyme inhibitors, primary screen, biochemical, luminescent, high phosphate acceptor level, uHTS | purified TNAP, CDP-star luminescence, 1 M DEA | inhibition, % at 20 µM | hit rate 0.03% among 200,000;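 active = over 50% inhibition of tissue-nonspecific alkaline phosphatase at 20 µM in the single-dose screen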;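 also: plate controls were DMSO wells for no effect and EDTA-quenched wells as full inhibition for full effect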
Target sequence (P05186 whole entry, looked up): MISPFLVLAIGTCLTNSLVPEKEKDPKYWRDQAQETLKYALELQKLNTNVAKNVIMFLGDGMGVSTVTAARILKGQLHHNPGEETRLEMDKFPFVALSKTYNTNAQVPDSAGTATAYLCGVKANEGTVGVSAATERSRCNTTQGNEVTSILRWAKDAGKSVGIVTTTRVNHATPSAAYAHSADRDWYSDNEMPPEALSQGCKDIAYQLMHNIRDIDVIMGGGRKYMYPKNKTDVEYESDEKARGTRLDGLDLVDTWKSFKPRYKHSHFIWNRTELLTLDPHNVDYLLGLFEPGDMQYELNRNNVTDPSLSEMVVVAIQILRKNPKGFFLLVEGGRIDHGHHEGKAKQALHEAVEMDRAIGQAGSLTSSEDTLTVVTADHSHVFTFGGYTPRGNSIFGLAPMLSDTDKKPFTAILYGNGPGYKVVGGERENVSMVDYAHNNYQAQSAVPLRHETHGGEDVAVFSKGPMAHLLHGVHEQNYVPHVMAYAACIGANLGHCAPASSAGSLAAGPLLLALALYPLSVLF
TR-FRET SRC-2 ct = TR-FRET signal artefacts, primary screen, artefact control for PPARgamma SRC-2 agonist project, biochemical. hit rate 0.4% among 200,000. TR-FRET ratio at 8 µM. TR-FRET artefact counter-screen; stronger effect = higher value; in the data active = TR-FRET ratio above about 2000; also: inactives centre near 1500
PPARg SRC3 recr = PPARgamma agonists recruiting SRC-3 coactivator, primary screen, biochemical. Peroxisome proliferator-activated receptor gamma (Homo sapiens), P37231. biochemical PPARgamma/SRC-3 coactivator recruitment assay. activation, % at 8 µM. AID 731, 2007. hit rate 0.26% among 200,000; in the data active = activation above about 23%;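 also: 0% = DMSO and 100% = reference agonist; some compounds past the cut are filed as inactive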
TNAP act hiacc = TNAP activators at high phosphate acceptor level, primary screen, biochemical, luminescence, uHTS | Alkaline phosphatase, tissue-nonspecific isozyme (Homo sapiens), P05186 | purified TNAP, CDP-star luminescence, 1 M DEA, 30 min; stronger effect = higher value; 0 = EDTA background, 1 = DMSO-only activity | activation factor at 20 µM | 200,000 tested, under 10 active;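 active = activation factor at least 2 at 20 µM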
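Assay system: human TNAP; Input: enzyme diluted 1/800 final; Reagent: CDP-star luminogenic substrate at 100 µM final; Timing: 30 min, room temperature; Signal: luminescence; Evaluation: TNAP activation factor scaled between EDTA and DMSO control wells.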
bIAP act = bovine intestinal alkaline phosphatase activators, primary screen, biochemical, bovine IAP, CDP-star luminescence; AID 1016, 2008; hit rate 0.17% among 200,000; activation factor at 20 µM; purified bovine IAP, 30 min; stronger effect = higher value; fold of DMSO-control signal, blank-subtracted; alkaline phosphatase, intestinal [Bos taurus];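 active = activation factor of 2 or more at 20 µM, a signal rise over negative controls twice the positive control's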
TNAP inh no acc = human TNAP enzyme inhibitors, primary screen, biochemical, luminescent, no phosphate acceptor, uHTS; purified TNAP, CDP-star luminescence, 30 min; inhibition, % at 20 µM; hit rate 0.26% among 200,000;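 active = tissue-nonspecific alkaline phosphatase inhibition above about 50% at 20 µM in the single-dose screen, limit read from the data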;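 also: 0% = DMSO negative control and 100% = EDTA positive control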
PPARg SRC1 recr = PPARgamma agonists recruiting SRC-1 coactivator, primary screen, biochemical; activation, % at 8 µM; Peroxisome proliferator-activated receptor gamma (Homo sapiens), P37231; hit rate 0.41% among 200,000; PPARgamma-SRC-1 coactivator recruitment biochemical assay; in the data active = activation above about 19%;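 also: 0% = DMSO and 100% = reference agonist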
HMGR II inh = inhibitors of E. faecalis class II HMGR, primary screen, biochemical, Enterococcus faecalis; AID 1066, 2008; hit rate 0.41% among 190,000; inhibition, % at 10 µM; purified E. faecalis HMGR, NADPH absorbance 340 nm kinetic;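 active = inhibition above a set limit, the median over all tested compounds plus 3 SD, cut at about 9.5% in these data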;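 also: enzyme runs in reverse so mevalonate oxidation gives rising NADPH absorbance; 0% = complete reaction with DMSO and 100% = background rate lacking mevalonate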
* hit, by the source's call; · = not tested or not shown.

SMILES	PPARg SRC2 recr	bIAP inh	TNAP inh hi DEA	TR-FRET SRC-2 ct	PPARg SRC3 recr	TNAP act hiacc	bIAP act	TNAP inh no acc	PPARg SRC1 recr	HMGR II inh
COc1cc(/C=C2/C(=O)ON=C2c2ccccc2)ccc1O	1	8	37	1378	1	0.6	0.9	52*	-2	-3
CCCCN(CC)CCCNC(=S)Nc1ccc2nc(N3CCN(CC)CC3)cc(C)c2c1	11	1	-4	1676	6	1	1	-8	5	-5
CCC(=O)c1coc2ccc(O)cc12	11	·	·	1561	0	·	·	·	0	·
CCS(=O)(=O)N1CCN(C2CCC(C)CC2)CC1 (stereo not given)	2	-3	0	1506	-1	1	1	-10	-1	-1
CC1CCCC(C)N1NC(=S)Nc1ccc(OC(F)F)cc1 (stereo not given)	-5	6	-6	1368	-2	1.1	0.9	8	-2	-5
COc1ccc(OC)c(/C=N\NC(=O)CC(=O)NCCc2ccccc2)c1	10	-3	-1	1584	4	1	1	-5	7	3
CCCN1C(=O)C(O)(C2COC(C)(C)CC2=O)c2ccccc21 (stereo not given)	1	1	0	1219	1	1	1	0	-4	0
Cc1ccccc1C(=O)Nc1nnc(-c2ccco2)s1	16	-6	0	2099*	11	1	1.1	-10	24*	-1
O=C(O)CC/C(=N\NC(=O)CNC(=O)c1cccc(Cl)c1)c1ccccc1	0	6	-2	1398	-4	1	0.9	-16	0	-7
CCc1cccc(OCC(=O)Nc2c[nH]c(=O)[nH]c2=O)c1	9	-14	-2	1611	2	1	1.1	-14	6	-7
O=S(=O)(CC12C3C4C5C1C2C(Br)(C43)C51OCCO1)c1ccccc1 (stereo not given)	10	0	1	1744	5	1	1	-5	5	-4
COc1ccc([N+](=O)[O-])cc1NC(=O)Nc1ccccc1	8	8	2	1487	1	1	0.9	-11	6	-2
CC(C)(C)C1CCC(=NNC(=O)CN(c2ccccc2)S(C)(=O)=O)CC1 (stereo not given)	-3	-5	-7	1464	-2	1.1	1.1	-8	1	0
CCOC(=O)Cn1c(=O)oc2cc(S(=O)(=O)Nc3cc(Cl)ccc3OC)ccc21	-4	5	-3	1629	-2	1	1	-14	-2	5
C/C(=N\OC(=O)c1ccc(Br)cc1)c1ccccn1	-6	21	-3	1460	-3	1	0.8	-6	-8	-1
C[C@@H](C(=O)OCn1nnc2ccccc2c1=O)N1C(=O)C2CCCCC2C1=O (stereo not given in full)	-6	3	-6	1754	5	1.1	1	-17	5	-4
Cn1nc(C(=O)OCC(=O)N2CCc3ccccc32)c2ccccc2c1=O	-11	11	-1	1742	-6	1	0.9	-7	4	0
O=C(O)[C@H]1CCCC[C@H]1C(=O)Nc1cc([N+](=O)[O-])ccc1F	8	15	-5	1485	-2	1	0.8	2	5	-5
O=C1OC2CCC1(c1ccccc1)C2 (stereo not given)	14	-1	-7	1535	7	1.1	1	-20	1	-5
Cc1onc(-c2ccccc2)c1C(=O)N1CCN(c2ncccn2)CC1	8	-3	-6	1425	7	1.1	1	-5	-1	-3
O=[N+]([O-])c1ccc(N2CCOCC2)cc1NCc1ccccc1	13	6	10	1697	6	0.9	0.9	13	-6	-9
COc1ccc(COc2ccc(C3C(S(=O)(=O)c4ccccc4)CON3C)cc2OC)cc1 (stereo not given)	4	15	-4	1565	5	1	0.9	-7	-2	-6
CC1(C)CC2CC(C)(CN2C(=O)c2ccccc2)C1 (stereo not given)	-1	8	-4	1643	0	1	0.9	-7	-5	2
O=C(CSC1=NCCS1)Nc1cccc(F)c1	-4	5	0	1572	0	1	0.9	11	2	-3
O=C(NC(=S)NC1CC1)c1cccnc1	-2	-3	-4	1591	20	1	1	-12	4	-3
Nc1nn(-c2ccccc2)c(N)c1N=Nc1ccccc1F	10	1	3	1631	8	1	1	9	1	-2
Cn1c(=O)c2c(nc(NC3CCCCC3)n2Cc2ccccc2)n(C)c1=O	1	10	-3	1444	6	1	0.9	-10	-1	-7
CC(C)(C)c1ccc(OC(=O)Cn2c(C(F)(F)F)nc3ccccc32)cc1	2	-5	-3	1612	8	1	1.1	-5	4	6
Cc1cccc(OCC(=O)N(Cc2cccs2)C2CCS(=O)(=O)C2)c1C (stereo not given)	10	-6	0	1427	3	1	1.1	-8	3	-1
Cc1ccc2oc(=O)c(/C=C(\O)c3sc(C)nc3C)nc2c1	1	3	22	1691	-1	0.8	1	12	8	-4
CCOC(=O)C1CCN(S(=O)(=O)c2ccc3[nH]c(=O)c(=O)[nH]c3c2)CC1	4	-8	-2	1613	0	1	1.1	-22	2	-7
CC(=O)Nc1ccc(OC(F)(F)C(F)F)c(NC(C)=O)c1	5	13	-7	1510	4	1.1	0.9	-11	-4	0
Cc1cc(C(=O)COc2ccc3ccc(=O)oc3c2)c(C)n1C	8	0	2	1807	-3	1	1	-2	2	-2
COc1cccc(C(=O)N(c2ccc(C)cc2)C2C=CS(=O)(=O)C2)c1 (stereo not given)	6	-11	2	1652	-3	1	1.1	-11	6	-1
Cc1cc2nc(C)c(Cl)c(=O)n2[nH]1	0	0	-6	1280	1	1.1	1	3	0	-8
O=C1/C(=C\c2cccnc2)SC(=S)N1C1CCS(=O)(=O)C1 (stereo not given)	7	-1	4	1597	11	1	1	25	14	1
CCN(CC)CCN(Cc1cc2cc3c(cc2[nH]c1=O)OCO3)C(=S)NCC1CCCO1 (stereo not given)	-7	-1	1	1459	-3	1	1	-4	-9	0
CCC(C)N1C(=O)S/C(=C/c2ccc(N3CCOCC3)cc2C)C1=O (stereo not given)	5	-2	6	1612	2	0.9	1	3	11	-5
COc1ccccc1N1CCN(c2nc(-c3ccccc3)cc(C(F)(F)F)n2)CC1	0	11	-3	1612	-4	1	0.9	-11	-3	-6
COc1ccc(-n2c3c(c(=O)[nH]c2=O)C(NC(=O)c2ccncc2)(C(F)(F)F)C(=O)N3)cc1 (stereo not given)	-5	-1	-1	1695	3	1	1	-10	-2	-4

Random excerpt: six records from the list.
SMILES	PPARg SRC2 recr	bIAP inh	TNAP inh hi DEA	TR-FRET SRC-2 ct	PPARg SRC3 recr	TNAP act hiacc	bIAP act	TNAP inh no acc	PPARg SRC1 recr	HMGR II inh
CC1(C)CC2CC(C)(CN2C(=O)c2ccccc2)C1 (stereo not given)	-1	8	-4	1643	0	1	0.9	-7	-5	2
CC(C)(C)c1ccc(OC(=O)Cn2c(C(F)(F)F)nc3ccccc32)cc1	2	-5	-3	1612	8	1	1.1	-5	4	6
COc1cc(/C=C2/C(=O)ON=C2c2ccccc2)ccc1O	1	8	37	1378	1	0.6	0.9	52*	-2	-3
CC(=O)Nc1ccc(OC(F)(F)C(F)F)c(NC(C)=O)c1	5	13	-7	1510	4	1.1	0.9	-11	-4	0
CC1CCCC(C)N1NC(=S)Nc1ccc(OC(F)F)cc1 (stereo not given)	-5	6	-6	1368	-2	1.1	0.9	8	-2	-5
O=[N+]([O-])c1ccc(N2CCOCC2)cc1NCc1ccccc1	13	6	10	1697	6	0.9	0.9	13	-6	-9

(more compounds)
SMILES	PPARg SRC2 recr	bIAP inh	TNAP inh hi DEA	TR-FRET SRC-2 ct	PPARg SRC3 recr	TNAP act hiacc	bIAP act	TNAP inh no acc	PPARg SRC1 recr	HMGR II inh
C/C(=N/NC(=O)c1cccc(C)c1)c1c(O)cc(C)oc1=O	-4	4	-1	1402	-1	1	1	-2	-5	-11
Cc1ccc(S(=O)(=O)N2CCN(c3nc4ccccc4nc3-n3nc(C)cc3C)CC2)cc1	2	-15	-2	1564	-10	1	1.2	-3	4	-7
Cc1cc(C)cc(NC(=O)CSc2ccc(-c3ccco3)nn2)c1	4	1	-2	1663	4	1	1	-1	-6	-1
COC(=O)Nc1ccc2ncn(C)c(=O)c2c1	1	6	-10	1632	4	1.1	0.9	-25	0	2
CCn1c(=O)cc(SCC(=O)NCc2ccccn2)c2ccccc21	26*	-7	-5	1908	18	1	1.1	4	20*	-1
CCCCCCC(=O)N1CCC(c2nc3c(nnn3Cc3ccccc3Cl)c(=O)[nH]2)CC1	7	-7	-4	1551	2	1	1.1	-6	5	1
COc1cc(C(=O)OCC(=O)Nc2ccc(F)cc2F)cc(OC)c1OC	4	9	7	1599	1	0.9	0.9	-3	4	-3
CC(C)CCNC(=O)NC(=O)COC(=O)c1cc(S(=O)(=O)N2CCOCC2)ccc1N1CCCCC1	-1	4	-8	1751	-3	1.1	1	-9	8	-3
Cc1ccc2c(c1)-c1c(cnn1CC(=O)N(Cc1ccco1)C1CCCCC1)CO2	6	3	-4	1496	13	1	1	-11	7	-8
Cc1c(NC(=O)OCCNC(=O)COc2c(Cl)cccc2Cl)sc(=S)n1C	8	-1	-2	1506	5	1	1	-6	6	4
O=C(OCc1ccccc1)c1cccc(-c2nnc(-c3ccccc3)o2)c1	-5	8	-4	1331	-15	1	0.9	-8	-1	-2
COc1cccc(OC)c1OCCNCCO	4	3	-3	1419	0	1	1	-11	-1	3
CCCS(=O)(=O)N1CCC(C(=O)NCc2cccnc2)CC1	3	12	1	1495	-8	1	0.9	3	-5	-3
CCOc1ccc(CNn2nnnc2N)cc1	1	8	-6	1639	4	1.1	0.9	-23	-1	-1
O=C(CSc1nccn1-c1ccccc1)c1ccc(Cl)cc1	-4	-9	-2	1465	-3	1	1.1	-3	-10	-8

Not a hit list. About 1.6% of those tested had a hit in this group.
